Source: PubChem
CXCR6 block – inhibitors of human CXCR6 receptor; O00574; inhibition, % at 20 µM; AID 602244; 360,000 tested, 0.36% active; CHO-K1 PathHunter CXCR6 beta-arrestin, luminescence; in the data active = inhibition above about 34%, passing the limit was not always enough;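 note: antagonist mode with CXCL16 agonist at 10 nM final; 0% = 10 nM CXCL16 with DMSO and 100% = unstimulated wells without agonist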
Target sequence (O00574 whole entry, looked up): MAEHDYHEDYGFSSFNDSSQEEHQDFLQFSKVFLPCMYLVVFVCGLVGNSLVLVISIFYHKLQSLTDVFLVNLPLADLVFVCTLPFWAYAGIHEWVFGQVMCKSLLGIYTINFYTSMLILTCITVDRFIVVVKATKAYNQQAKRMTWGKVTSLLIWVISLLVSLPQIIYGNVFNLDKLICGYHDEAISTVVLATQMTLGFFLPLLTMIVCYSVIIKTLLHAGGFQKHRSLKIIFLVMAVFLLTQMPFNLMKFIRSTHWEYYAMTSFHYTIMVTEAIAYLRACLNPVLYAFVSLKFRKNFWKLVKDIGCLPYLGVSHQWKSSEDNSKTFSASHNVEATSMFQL
NR3A LBD binder – modulators (binders) of human NR3A ligand-binding domain. AID 1259313. Tm shift relative to glycine control, % at 25 µM. NR3A LBD differential scanning fluorimetry, Tm shift; 0% = protein alone, 100% = glycine-bound protein. 340,000 tested, 2.5% active;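 active = melting temperature shift of at least 10% of the positive control shift, at one fixed dose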
Gli-Sufu block – Gli-Sufu pathway antagonism. Sufu-KO-LIGHT fibroblasts, Gli luciferase reporter luminescence. inhibition, % at 5 µM. 340,000 tested, 0.74% active. AID 588413;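 active = inhibition above about 55%, limit read from the data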;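 note: 0% = DMSO-treated cells and 100% = wells with medium but no cells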
MPTP block – permeability transition pore inhibition; isolated mouse mitochondria, Ca2+ swelling absorbance, 30 min; inhibition, % at 10 µM; 360,000 tested, 1.4% active; AID 602449;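 active = inhibition of 50% or more, scaled per plate between neutral and stimulator controls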;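 note: 0% = DMSO wells given calcium and 100% = 1 mM EGTA wells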
EBI2 antag – EBI2 (human) antagonism | P32249 | EBI2 beta-arrestin recruitment, luminescence, 7a,25-OHC stimulated | inhibition, % at 5 µM | 360,000 tested, 0.81% active | AID 651636; in the data active = inhibition above about 38%;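 note: enzyme fragment complementation signal reports receptor beta-arrestin coupling in cells; 0% = agonist plus DMSO wells and 100% = wells without agonist; some results beyond the cut were filed as inactive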
APOBEC3A inh – human APOBEC3A DNA deaminase inhibition. recombinant A3A, FAM/TAMRA ssDNA deamination fluorescence. inhibition, % at 20 µM. 330,000 tested, 0.41% active. AID 493011;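 active = at least 40% inhibition at 20 µM here, with at most 30% in a related deaminase screen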;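 note: plate controls were A3A with DMSO for no effect and wells lacking A3A enzyme for full effect; some results filed as inactive read as strong as hits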
Target sequence (P31941 whole entry, looked up): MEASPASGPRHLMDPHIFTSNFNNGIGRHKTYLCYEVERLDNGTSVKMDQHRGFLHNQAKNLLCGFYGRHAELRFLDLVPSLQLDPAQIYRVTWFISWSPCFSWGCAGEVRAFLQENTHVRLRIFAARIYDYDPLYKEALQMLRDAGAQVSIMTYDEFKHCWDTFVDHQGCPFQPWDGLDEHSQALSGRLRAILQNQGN
A3G deaminase – inhibitors of human APOBEC3G DNA deaminase. recombinant A3G, ssDNA deamination FAM/TAMRA fluorescence. 330,000 tested, 0.28% active. Q9HC16. inhibition, % at 20 µM;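 active = inhibition of at least 40% at 20 µM, with no more than 30% in the related APOBEC3A deaminase screen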;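 note: plate controls were DMSO wells with A3G for no effect and wells lacking A3G enzyme for full effect; some compounds called inactive have numbers as strong as hits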
CCR6 antag – antagonists of human CCR6 receptor. CHO-K1 CCR6 PathHunter beta-arrestin, luminescence, CCL20-stimulated. inhibition, % at 20 µM. 340,000 tested, 0.49% active;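 active = compounds whose inhibition of the agonist-driven luminescence signal at 20 µM reaches about 50%, limit read from the data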;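 note: cells stimulated with CCL20 at 14 nM final; plate controls were DMSO with CCL20 for no effect and DMSO without agonist for full effect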
Target sequence (P51684 whole entry, looked up): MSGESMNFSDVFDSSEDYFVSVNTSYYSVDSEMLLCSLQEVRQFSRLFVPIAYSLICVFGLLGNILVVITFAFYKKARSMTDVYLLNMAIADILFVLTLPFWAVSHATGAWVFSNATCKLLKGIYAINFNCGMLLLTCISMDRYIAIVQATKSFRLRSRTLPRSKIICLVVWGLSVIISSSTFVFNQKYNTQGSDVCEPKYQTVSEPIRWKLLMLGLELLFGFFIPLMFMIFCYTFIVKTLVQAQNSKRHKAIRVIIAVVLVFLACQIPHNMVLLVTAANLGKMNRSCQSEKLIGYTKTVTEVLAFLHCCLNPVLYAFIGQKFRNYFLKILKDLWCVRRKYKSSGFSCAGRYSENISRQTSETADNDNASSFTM
The depositor's hits bear a star; . = no result given. Not a hit list; 5.8% or so of the library scored in one or more.

entry	SMILES	CXCR6 block	NR3A LBD binder	Gli-Sufu block	MPTP block	EBI2 antag	APOBEC3A inh	A3G deaminase	CCR6 antag
1	CCOC(=O)C1=CC[C@@H](c2ccco2)N(S(=O)(=O)c2ccc(C)cc2)[C@H]1C(=O)OCC	0	2	9	-0.2	0	-4	-7	4
2	CCCCCCN1C=CC=C/C1=C/C=C(C#N)C#N	12	-7	10	1.6	1	-3	-4	25
3	CCC(NC(=O)c1cncc(Br)c1)c1ccccc1 (centres undefined)	2	-1	8	0.7	13	3	5	6
4	CC(=O)Nc1nnc(C)s1	2	-4	3	-0.1	-4	-2	-4	9
5	CC(C)(C)c1ccc(C(=O)N2CCC(=O)N(C(COCc3ccccc3)Cc3ccccc3)CC2)cc1 (centres undefined)	12	-2	15	-1.5	6	-3	-2	13
6	CC(C)=CCN1CCN(Cc2c[nH]c3ccccc23)CC1CCO (centres undefined)	2	1	8	-0.9	3	3	-1	2
7	Cc1onc(C(=O)NCc2ccccn2)c1[N+](=O)[O-]	-4	-1	-20	0.1	-9	-4	-9	-5
8	Clc1ccccc1CSc1nnc(/C=C/c2ccccc2)o1	-1	0	1	-0.4	16	-3	-5	6
9	COC(=O)Nc1ccc(S(=O)(=O)N2CCCC(C(=O)N3CCC(C)CC3)C2)cc1 (centres undefined)	-11	-1	11	0.6	-15	-5	-10	16
10	Cc1cc(C(=O)NNC(=O)c2ccc(F)cc2)c(C)s1	5	-2	-10	0.3	1	4	1	15
11	COCC(=O)NC(C)c1nc2ccccc2[nH]1 (centres undefined)	11	-1	6	-0.8	-2	7	1	9
12	COc1ccc(OC)c(C(=O)NC2CCSc3ccccc32)c1 (centres undefined)	4	-1	-3	-1.7	2	-1	-7	24
13	CCOc1ccc(NS(=O)(=O)c2ccc(C(=O)N(C)CC(=O)Nc3ccccc3Br)cc2)cc1	-1	-4	4	0.0	6	.	.	-1
14	COc1cc(N)c2ncccc2c1Br	-10	-1	8	1.3	-4	.	.	10
15	Cc1ccc(NC(=O)COc2cccnc2[N+](=O)[O-])cc1S(=O)(=O)N1CCCCC1	-12	-8	25	2.9	1	3	-2	7
16	NC(=S)N=Nc1c(O)n(Cc2ccc(F)cc2)c2ccccc12	34	-2	19	3.6	3	-2	-4	47
17	CCSc1ccccc1C(=O)NCc1ccc2c(c1)OCO2	-4	1	5	0.2	-9	4	-1	0
18	COc1ccc2oc(N)nc2c1	-4	1	4	-0.3	-4	.	.	5
19	CCC(=O)N1CCc2cc(Br)cc(S(=O)(=O)N(C)c3ccc(OC)cc3)c21	3	4	-3	0.8	12	-3	-11	12
20	CCn1c(C)cc(/C=C2\NC(=O)N(CC(=O)Nc3cccc(C)c3)C2=O)c1C	1	-2	2	0.8	10	-2	-2	2
21	[O-]c1c[n+](-c2ccc(-[n+]3cc([O-])on3)cc2)no1	6	-2	-9	1.4	-7	0	2	-13
22	Cc1c(NC(=O)CSc2nnnn2-c2ccc(C(=O)O)cc2)c(=O)n(-c2ccccc2)n1C	6	1	5	0.5	-7	2	-5	11
23	Clc1nc2ccccc2cc1-c1nnn(-c2ccccc2)n1	3	1	-103	-0.2	8	-2	-3	5
24	CCO[C@@H]1OC(C(=O)NCc2nc3ccccc3[nH]2)=C[C@H](C)[C@H]1CCCO	-7	1	-2	-0.3	-1	3	11	1

One compound at a time, from the list above. Screens in order: CXCR6 block	NR3A LBD binder	Gli-Sufu block	MPTP block	EBI2 antag	APOBEC3A inh	A3G deaminase	CCR6 antag
`CCC(NC(=O)c1cncc(Br)c1)c1ccccc1` (centres undefined) in the list: 2	-1	8	0.7	13	3	5	6
`CCOc1ccc(NS(=O)(=O)c2ccc(C(=O)N(C)CC(=O)Nc3ccccc3Br)cc2)cc1` in the list: -1	-4	4	0.0	6	.	.	-1

(further entries)
entry	SMILES	CXCR6 block	NR3A LBD binder	Gli-Sufu block	MPTP block	EBI2 antag	APOBEC3A inh	A3G deaminase	CCR6 antag
25	CC(NC(=O)c1ccc(Cl)cc1)C1CC2CCC1C2 (centres undefined)	6	2	1	0.4	12	-3	-4	19
26	O=C(O)c1ccc(COc2c(F)c(F)c(F)c(F)c2F)o1	3	0	5	0.3	0	33	6	-8
27	Cc1cc(NC(=O)NN2CCOCC2)nn1-c1c(Cl)cc(Cl)cc1Cl	-2	1	4	0.6	2	-6	-1	16
28	Cc1cccc(N(Cc2ccccc2)C(=O)c2cccc(S(=O)(=O)N3CC(C)OC(C)C3)c2)c1 (centres undefined)	-4	-1	10	-0.7	12	-4	-8	6
29	Cc1nc2ccccc2nc1OCC(=O)N1CCN(c2ccccc2)CC1	-4	0	13	-0.7	9	-6	-5	-9
30	CCN1C(=O)[C@H]2[C@H]3CN=C(SC)N3[C@@](C)(C(=O)OC)[C@H]2C1=O	0	5	2	-1.0	6	.	.	-10
31	CC1(C2CC2)NC(=O)N(CC(=O)Nc2ccc(SC(F)F)cc2)C1=O (centres undefined)	-2	-1	-5	-1.4	-10	-3	-9	8
32	O=C(Oc1ccccc1)c1cccnc1Oc1ccccc1	-2	0	8	-0.4	-1	-3	-10	9
33	COc1ccc(CC(NC(C)=O)C(=O)NC2CCN(C(=O)Nc3ccccc3C)CC2)cc1OC (centres undefined)	1	0	-16	-0.7	8	-3	-9	-12
34	COc1ccc(C2C(=O)N(CCc3ccccc3)CC(=O)N2C2CCCC2)cc1 (centres undefined)	1	-1	3	0.1	4	-1	-4	-3
35	Cc1ccc(-c2nc(-c3ccccc3)no2)c(Cl)c1	1	3	67*	1.9	9	-5	-9	0
36	Nc1nc(=S)[nH]c2c1C1(CCCC1)Cc1ccccc1-2	12	-1	-24	0.6	6	-1	-4	-2
37	O=C(CNC(=O)c1cccs1)OCc1c(F)cccc1Cl	0	0	35	-1.5	-3	1	2	6
38	Cc1ccccc1-c1nc(CS(=O)(=O)CC(=O)NC2CCCC2)c(C)o1	-1	2	10	-2.5	-2	-2	-4	23
39	COc1ccc(C(=O)Nc2nnc(SCC(=O)Nc3ccc(NC(C)=O)cc3)s2)c(OC)c1	0	20*	-26	1.5	-5	13	33	-8
40	CCOC(=O)C1=NOC(C(=O)NN(C)c2ncc(C(F)(F)F)cc2Cl)C1 (centres undefined)	-1	-3	1	0.7	-3	5	1	-5
41	COc1ccccc1C(=O)NC(=O)COc1ccc([N+](=O)[O-])cc1	3	1	-1	-0.4	-1	2	-3	4
42	C=CCNc1sc(C(=O)c2ccc(Br)s2)c(N)c1C#N	10	-6	0	16	1	0	-3	11
43	Cc1occc1-c1nnc(SCc2nnc(-c3ccc(Cl)cc3)o2)n1C	11	-1	-11	0.0	6	1	-2	11
44	O=C(Nc1cc(C(F)(F)F)ccc1N1CCCC1)c1cccnc1	-3	-1	0	-0.6	-1	-3	-6	19
45	Cc1cccc(CNC(=O)C2CCC(=O)N(C3CCCC3)C2)c1 (centres undefined)	-1	2	-10	0.0	-3	-3	-8	0
46	CCc1cc(C(=O)Cc2nc3ccccc3[nH]2)c(O)cc1O	11	-2	0	-2.5	3	0	-2	15
47	COc1cnc(-c2ccccn2)nc1Oc1ccc(F)cc1F	-2	-1	-1	-1.4	-1	5	-2	26
48	O=C(CN1CCN(c2ccccc2)CC1)Nc1ccc(Oc2ccccc2)cc1	8	-11	9	1.5	0	-1	-4	9
49	Cc1cc(C(=O)NC(=S)Nc2cccc(NC(=O)C(C)C)c2)ccc1[N+](=O)[O-]	18	-2	-8	15	4	-3	-2	40
50	COc1ccccc1-c1c(C)oc2cc(OCC(=O)OCc3ccccc3)ccc2c1=O	-4	-2	-5	3.2	7	1	-3	2
51	CC(C)CNC(=S)N(Cc1ccco1)Cc1cc2cc3c(cc2[nH]c1=O)OCCO3	-2	-4	7	2.2	11	1	-7	15
52	Cc1cc(NC(=O)C2CC(=O)N(c3ccccc3)C2)no1 (centres undefined)	-3	-1	-3	0.1	-4	-1	-7	11
53	CC(=O)N/C(=C\c1ccccc1)C(=O)OCC(=O)Nc1ccc(C)c(S(=O)(=O)N(C)C)c1	4	1	3	1.1	-1	0	-6	10
54	C[C@H](NC(=O)c1nc[nH]c1C(=O)N[C@@H](Cc1ccccc1)C(=O)OC(C)(C)C)c1ccccc1	18	-14	-4	-1.1	-30	-1	-8	11
55	O=C(Nc1ccc2c(c1)CCC2)c1ccc(Cl)nc1	-5	-2	-74	-4.2	-4	1	-5	16
56	Cc1ccc(C(=O)NCCc2nnc(SCC(=O)Nc3nc(-c4ccccc4)cs3)n2C)cc1	-3	-4	-27	2.9	5	-2	-4	3
57	Cc1cc(=O)n2nc(-c3ccccc3)sc2c1C#N	-5	1	10	4.3	0	-3	55*	-5
58	O=C(COc1cccc(-n2cnnn2)c1)NC1CCCCC1	-2	-1	-14	-3.1	5	-4	-15	-1
59	COc1ccc(S(=O)(=O)NCc2ccc(C)cc2)cc1	4	1	-3	0.5	-8	-5	-9	7
60	Cn1c(=O)c2cn(Cc3ccc(Cl)cc3)cc2n(C)c1=O	-9	4	4	0.6	-1	-6	-5	9
61	NCCCC[C@H](N)c1nnc([C@H](CCC(=O)O)NC(=O)C2CCNCC2)o1	-2	1	-11	-0.3	-6	-3	-4	1
62	O=C1c2ccccc2NC(c2ccc(-c3cccc([N+](=O)[O-])c3)o2)N1O (centres undefined)	-4	-5	-10	2.2	-2	-1	-7	7
63	Cc1cc(C)c(C#N)c(SCc2[nH]nc3c2C(c2ccc(F)cc2)C(C#N)=C(N)O3)n1 (centres undefined)	-3	-2	13	9.2	84*	-7	-8	2
64	Cc1nn(-c2ccc(F)cc2)c(-n2cccc2)c1C(=O)N1CCN(C(=O)c2ccco2)CC1	-2	-6	2	-0.9	5	-2	-1	7
65	COC(=O)CSC1=C(C#N)C(c2cccc(OC)c2)CC(=O)N1 (centres undefined)	-4	1	5	-3.6	-2	-1	-2	-3
66	CCOC(=O)c1ccc(CNC(=O)Cn2nnc(-c3ccccc3F)n2)o1	-1	0	-4	4.7	4	0	-3	6
67	CSc1nc(C(=O)N2CCCC(C(=O)c3ccc(Cl)cc3)C2)cs1 (centres undefined)	3	2	-2	1.7	2	2	-1	13
68	Cc1cc(C)c2nc(SCC(=O)Nc3ccc(S(=O)(=O)N4CCCC4)cc3)c(C)cc2c1	-7	1	-1	14	6	-2	-9	-2
69	O=c1c(Cc2ccccc2)c(O)ccn1Cc1ccco1	3	0	2	-0.7	-11	0	-5	-13
70	Cc1ccc2nc3c(cc2c1)c(NC(=O)c1cccnc1)nn3C	6	-4	2	-0.5	3	-1	-2	14
71	CC(Oc1ccc(Br)cc1)C(=O)NCC(C)(C)N1CCOCC1 (centres undefined)	-4	1	-3	-0.6	2	5	10	17
72	CC(C)C[C@@H](CNCC(=O)[C@H](Cc1c[nH]c2ccccc12)NC(=O)c1[nH]cnc1C(=O)N[C@@H](C)CN)NC(=O)c1nc[nH]c1C(=O)N[C@@H](C)C(=O)O	16	0	12	-0.3	-1	.	.	19
73	O=C(CCN1C(=O)[C@@H]2Cc3ccccc3CN2C1=O)NCc1ccc(Cl)cc1	-3	-2	-10	-0.8	0	-5	-9	-11
74	CC(C)Cc1[nH]c(=O)c(C#N)c2c1COC(C)(C)C2	-6	0	4	1.3	1	2	2	3
75	CN1CCCC(OC(=O)c2cc(Cl)cc(Cl)c2)C1 (centres undefined)	1	0	5	-1.6	-5	-8	-2	0
76	Cc1cccn2cc(CCNC(=O)Cc3cccs3)nc12	-14	2	3	0.7	-1	1	0	6
77	COc1ccc(CN(C)S(=O)(=O)c2nnc(NC(=O)c3cccc(C)c3)s2)cc1OC	6	2	-23	0.7	5	1	6	-3
78	CCOC(=O)NC(=O)CSc1nc(C)cc(C(F)(F)F)c1C#N	3	1	-25	-0.9	-7	-2	-6	4
79	COc1ccccc1CNC(=O)CN(c1cccc([N+](=O)[O-])c1)S(C)(=O)=O	6	-4	-1	-0.9	1	1	-2	3
80	S=C(c1c[nH]c2ccccc12)N1CCCC1	0	0	2	-0.6	2	0	-8	13
81	Cc1ccc(C(=O)C2CC2)cc1C	4	0	-4	1.0	-6	.	.	10
